# IMP-1 inh: inhibitors of Pseudomonas aeruginosa IMP-1 metallo-beta-lactamase. purified IMP-1, nitrocefin hydrolysis, epi-absorbance fluorescence. inhibition, % at 5.6 µM. 290,000 compounds, 0.45% hits;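 active = inhibition above the mean plus 3 SD of all compounds in the same screening run, cut at about 4.5% in these data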;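 also: 0% = IMP-1 with DMSO and 100% = DMSO wells lacking enzyme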
#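 system = purified recombinant IMP-1 beta-lactamase | amount = 0.2 nM IMP-1, as dispensed | medium = HEPES buffer pH 7.1 with ZnSO4 and Brij 35 | times = 25 °C, 15 min preincubation, 25 min reaction | detection = plate fluorescence quenching by hydrolysis product, ex 480/em 530 nm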
# MEKK2 WT-MEK5: raises or lowers MEK5 binding to wildtype human MEKK2 PB1 domain; bead flow cytometry, Alexa488-MEK5 binding to MEKK2 WT; actives lie on both sides; binding response (% of control), % at 10 µM; 290,000 compounds, 1.1% hits; AID 1531; in the data active = binding response below about 67% or above about 130%
# FID counter: fluorescent intercalator displacement, NS3 helicase counter-screen; DNA fluorescent intercalator displacement, fluorescence; inhibition, % at 7.9 µM; 290,000 compounds, 0.17% hits; AID 1845; in the data active = inhibition above about 37%;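 also: 0% = vehicle and 100% = reference compound; higher means more ethidium bromide displaced from hairpin DNA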
# M18AAP inhibitor: PfM18AAP enzyme inhibition | recombinant PfM18AAP, H-Glu-NHMec fluorogenic cleavage | inhibition, % at 7.35 µM | 290,000 compounds, 1.2% hits;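 active = inhibition above the campaign mean inhibition over all tested compounds plus 3 SD, cut at about 28% in these data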;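 also: 0% = plate median of test compound wells and 100% = 2 mM ZnCl2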
# UBC9 SUMO inh: blocks human SUMOylation mediated by UBC9; P63279; HTRF SUMOylation assay, SAE1/SAE2 + UBC9, in vitro; inhibition, % at 35 µM; 290,000 compounds, 0.36% hits; in the data active = inhibition above about 50%, passing the limit was not always enough; also: strong numbers were not always called active
# Target sequence (P63279 whole entry, looked up): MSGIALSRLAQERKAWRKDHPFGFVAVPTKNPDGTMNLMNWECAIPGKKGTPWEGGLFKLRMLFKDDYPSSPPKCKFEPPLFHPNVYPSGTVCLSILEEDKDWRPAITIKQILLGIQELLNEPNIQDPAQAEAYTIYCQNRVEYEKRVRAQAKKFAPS
# NALP1 yeast inh: blocks the NALP1 inflammasome reconstituted in yeast; AID 2071; S. cerevisiae NALP1/ASC/caspase-1 growth, X-gal OD620, 72 h; inhibition, % at 10 µM; 280,000 compounds, 0.61% hits; in the data active = inhibition mostly above about 24%, no sharp cut-off; inactive = mostly below about 32%; also: some compounds called inactive have numbers as strong as hits
# MEKK2 mut-MEK5: signal of MEK5 binding to mutant human MEKK2 PB1 domain. percent response, % at 10 µM. 290,000 compounds, 0.35% hits. bead flow cytometry, Alexa488-MEK5 binding to MEKK2 mutant; in the data active = percent response above about 24%, passing the limit was not always enough; also: inactives centre near 1; some results filed as inactive read as strong as hits
# VIM-2 inh: blocks Pseudomonas aeruginosa VIM-2 metallo-beta-lactamase. 290,000 compounds, 0.89% hits. purified VIM-2, nitrocefin hydrolysis, epi-absorbance fluorescence. AID 1527. inhibition, % at 5.6 µM;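 active = inhibition above the mean of all tested compounds plus 3 SD, cutoff set per screening run, cut at about 7.5% in these data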;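 also: red hydrolysis product quenches plate fluorescence so inhibitors raise well fluorescence; 0% = enzyme with DMSO and 100% = DMSO without enzyme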
# NS3 helicase inh: HCV NS3 helicase inhibition; NS3 helicase DNA unwinding, Cy5 molecular beacon fluorescence; inhibition, % at 10.9 µM; 290,000 compounds, 0.56% hits; AID 1800;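 active = inhibition above the mean of all tested compounds plus 3 SD, set per campaign, cut at about 35% in these data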;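 also: 0% = DMSO wells and 100% = thioflavine S control wells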
#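 assay system = NS3 helicase fragment of HCV | buffer or medium = MOPS pH 6.5, MgCl2, DTT, Tween20, BSA | timing = 60 min unwinding reaction at 25 °C after ATP addition | signal = Cy5 beacon fluorescence read at start and 1 h | read-out basis = % inhibition of unwinding | control set = low DMSO, high thioflavine S at 110 µM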
# The depositor's hits bear a star; nt = no result given. Outcome played no part in choosing rows; 4.7% or so of the library scored in one or more.
SMILES,IMP-1 inh,MEKK2 WT-MEK5,FID counter,M18AAP inhibitor,UBC9 SUMO inh,NALP1 yeast inh,MEKK2 mut-MEK5,VIM-2 inh,NS3 helicase inh
CCc1ccc(CNC(=O)c2ccc(OC)c(OC3CCN(C(C)C)CC3)c2)nc1,-5.3,113,4,-4,5,1,7,-1.4,-23
CCOc1ccc(N2Nc3n[nH]c(N)c3N2)cc1,0.3,97,5,10,-12,-13,2,0.2,4
O=S(=O)(NC(=S)NC1CCCCC1)c1ccc(Br)cc1,-3.7,96,-17,5,9,-1,-4,-3.5,23
COc1cc(/C=N/Nc2ccc(C)cc2)cc(Br)c1O,-1.9,89,-2,18,-13,8,-7,-3.2,8
Cc1ccccc1C(=O)Nc1nc(-c2cccnc2)cs1,-3.2,98,-10,8,22,12,-2,-2.3,2
COc1ccc2cc(Br)ccc2c1CC(=O)NC(C)(C)C,-2.5,95,-21,0,8,18,-3,-1.3,0
COCCCNC(=S)NNC(=S)Nc1ccc(F)cc1F,-0.8,106,-1,32*,11,-8,6,-5.4,9
CN1CCN(c2ccc(NC(=O)c3cccc(OCc4ccccc4)c3)cc2)CC1,-1.4,nt,23,-1,0,31*,nt,12*,-48
CCOC(=O)C1CCCN(c2ncnc3c2cnn3-c2cccc(C)c2)C1 (stereo not drawn),1.1,100,-25,-1,-4,-15,1,-1.1,-9
O=C(CCc1ccccc1)NN1C(=O)C2C3C=CC(O3)C2C1=O (stereo not drawn),-0.1,89,2,-15,0,0,-2,0.6,1
O=C(CSc1nc(C2CCCCC2)n(-c2ccccc2)n1)NCCN1C(=O)CSC1=O,-2.7,109,-26,-6,-7,11,11,-3.4,-4
O=C(O)c1oc2ccccc2c1CN1CCN(c2ccccc2)CC1,-3.4,102,-2,3,-10,9,4,-4.1,0
CC(C)(C)C(=O)CN1C(=O)NC2(CCOc3ccccc32)C1=O (stereo not drawn),-4.1,98,-20,5,-1,2,0,-1.9,19
COc1cccc(C(=O)NNC(=O)/C=C/c2ccccc2)c1,-1.2,105,-7,4,4,4,4,-4.8,2
CCOc1ccc(/C=N/OCC(=O)NCc2cccs2)cc1,-0.3,94,-8,-5,2,10,5,-2.1,-3
CC(C)CNC(=S)NC(=O)c1ccc(Cl)cc1Cl,-1.6,108,-7,-2,11,10,-1,-1.7,-8
O=C(Cc1ccc(Br)cc1)N(Cc1ccccc1)c1ccccn1,-3.1,92,-34,5,6,-7,0,-2.5,-12
COc1ccc(NC(=O)COC(=O)[C@@H](NC(=O)c2c(F)cccc2F)C(C)C)cc1,-3.0,91,-15,-1,-7,6,-12,-0.2,5
CCOc1ccc(C(=O)Cc2cc(OC)c(OC)cc2[N+](=O)[O-])cc1,-2.4,108,2,-6,-14,4,6,-2.0,-3
CCOc1ccccc1-n1c(SCC(N)=O)nnc1-c1ccco1,-0.5,100,-4,2,-7,24,5,-2.4,3
CC1CC(C)CN(C(=O)CCNC(=O)Cn2cnc3ccccc3c2=O)C1 (stereo not drawn),-2.7,96,-21,-4,-7,25,-6,-2.5,31
Cc1c(OC(C)C(=O)NCCCN2CCOCC2)ccc2c3c(c(=O)oc12)CCCC3 (stereo not drawn),-1.1,102,10,1,nt,19,-3,11*,-3
CCCCNS(=O)(=O)c1ccc2nc(-c3cccnc3)cc(C(=O)NC(C)CC)c2c1 (stereo not drawn),-3.3,96,-5,-1,-3,35,-4,-1.9,8
Cc1ccc(CCNC(=O)CS(=O)Cc2nc(-c3ccccc3Cl)oc2C)cc1 (stereo not drawn),-4.2,98,-53,-10,-13,18,1,-3.1,7
COc1ccccc1CCc1nnc(CCC(=O)NC(C)Cc2cccnc2)o1 (stereo not drawn),-1.5,55,-20,-5,2,17,-16,-0.7,-10
NS(=O)(=O)c1ccc(Nc2nc(-c3ccccc3)cs2)cc1,-2.8,106,1,3,-4,-7,3,-0.5,-12
Cc1cc(Sc2nc(NC(C)(C)C)nc(N3CCOCC3)n2)nc(Cl)n1,-3.6,101,0,2,4,11,-1,-1.4,9
CNC(=O)c1ccccc1NC(=O)c1c(O)c2c([nH]c1=O)CCCC2,-1.1,104,-10,2,-8,11,2,-2.1,-5
Cc1nc2c([N+](=O)[O-])c(C)c(C)cc2[nH]1,-4.0,99,0,7,7,7,0,-1.7,-5
COc1ccc(NC(=O)C2=C(C)NC(=S)NC2c2ccc(O)c(OC)c2)cc1 (stereo not drawn),-3.2,88,13,4,19,-11,-10,-4.7,1
C/C(Cl)=C\Cn1c(N2CCCC2)nc2c1c(=O)[nH]c(=O)n2C,4.0,101,-12,0,-6,-6,1,1.8,6
CCN(Cc1ccncc1)C(=O)c1cccs1,-0.3,100,1,-8,11,5,4,-1.3,3
O=c1oc2c(CN3CCCCC3)c(O)ccc2c2c1CCCC2,-2.7,96,-4,0,42,25,-2,3.3,-3
Cc1cc(C)c2c(c1)C1(OCCO1)C(=O)N2,-1.8,102,-3,-2,2,-2,3,-2.2,15
Cc1ccc(C(=O)NNC(=S)Nc2cccc(Cl)c2Cl)cc1[N+](=O)[O-],-4.4,97,-5,-2,-4,-7,-6,-7.1,5
Cn1nc(C(=O)NCCOc2ccccc2)c2ccccc2c1=O,-0.6,102,-7,2,5,-8,4,-0.1,-4
Cc1ccc2nc(N(CCCN(C)C)C(=O)COc3ccc(Cl)cc3)sc2c1,-3.6,180*,11,-5,-20,18,44,-3.0,-44
CC1Cc2cc(/C(O)=C3/C(=O)C(=O)N(Cc4cccnc4)C3c3cccc(O)c3)ccc2O1 (stereo not drawn),-2.1,103,-28,8,nt,4,5,-1.4,11
CCN1CCN(c2c(C(=O)c3ccc(OC)cc3)cnc3ccccc23)CC1,-1.4,101,11,1,16,6,8,-0.2,-3
O=C(CN(C(=O)CNC(=O)c1cccs1)c1ccc2c(c1)OCCO2)NC1CCCC1,-2.8,108,-24,0,-3,31,8,-1.6,3

# The closing 2 entries of the section before are carried over, then new ones follow.
SMILES,IMP-1 inh,MEKK2 WT-MEK5,FID counter,M18AAP inhibitor,UBC9 SUMO inh,NALP1 yeast inh,MEKK2 mut-MEK5,VIM-2 inh,NS3 helicase inh
CCN1CCN(c2c(C(=O)c3ccc(OC)cc3)cnc3ccccc23)CC1,-1.4,101,11,1,16,6,8,-0.2,-3
O=C(CN(C(=O)CNC(=O)c1cccs1)c1ccc2c(c1)OCCO2)NC1CCCC1,-2.8,108,-24,0,-3,31,8,-1.6,3
Cc1ccc(Nc2c([N+](=O)[O-])c(=O)oc3ccccc23)cc1,-2.0,84,9,2,13,6,-15,0.9,1
OC(c1ccccc1)c1cccnc1 (stereo not drawn),-3.6,100,2,-4,-13,6,0,-3.0,-22
Cc1ccc(C(=O)CCC(=O)CCC(=O)O)cc1,-1.2,104,3,-7,nt,nt,1,-0.3,-8
COc1ccc(-c2[nH]nc3oc(=O)c(CCO)c(C)c23)cc1,-1.1,101,1,1,-6,-3,1,2.4,-3
S=c1[nH]ncn1/N=C/c1cccc(Oc2ccccc2)c1,0.8,111,-11,23,20,-10,4,-2.0,-8
CC(C)NC(=O)c1cc2c(s1)CCCC2,-1.5,96,7,6,-23,3,3,0.3,-1
COc1cccc(CNC(=O)Cn2c(=O)c3cccn3c3ccccc32)c1,-3.5,100,-29,3,17,11,2,-2.0,5
CS(=O)(=O)Nc1ccccc1Oc1ccccc1,-0.6,102,0,0,-4,-4,6,-1.9,-6
Cc1c(C(=O)Nc2ccc(-n3cnnn3)cc2)oc2ccccc12,-1.6,91,-2,4,36,21,-8,-1.0,4
CCOc1cc(C2C3=C(CCCC3=O)N(C)C3=C2C(=O)CCC3)cc(Cl)c1O,-1.9,100,-11,8,-1,-2,3,4.5,5

# Reformatted: 4 of the compounds above
# Each structure is followed by: IMP-1 inh | MEKK2 WT-MEK5 | FID counter | M18AAP inhibitor | UBC9 SUMO inh | NALP1 yeast inh | MEKK2 mut-MEK5 | VIM-2 inh | NS3 helicase inh
> COc1cccc(CNC(=O)Cn2c(=O)c3cccn3c3ccccc32)c1
→ -3.5 | 100 | -29 | 3 | 17 | 11 | 2 | -2.0 | 5
> CCOc1cc(C2C3=C(CCCC3=O)N(C)C3=C2C(=O)CCC3)cc(Cl)c1O
→ -1.9 | 100 | -11 | 8 | -1 | -2 | 3 | 4.5 | 5
> S=c1[nH]ncn1/N=C/c1cccc(Oc2ccccc2)c1
→ 0.8 | 111 | -11 | 23 | 20 | -10 | 4 | -2.0 | -8
> COc1ccc(-c2[nH]nc3oc(=O)c(CCO)c(C)c23)cc1
→ -1.1 | 101 | 1 | 1 | -6 | -3 | 1 | 2.4 | -3

# (next part)
SMILES,IMP-1 inh,MEKK2 WT-MEK5,FID counter,M18AAP inhibitor,UBC9 SUMO inh,NALP1 yeast inh,MEKK2 mut-MEK5,VIM-2 inh,NS3 helicase inh
O=C(NCCC1=CCCCC1)C(=O)NCC1OCCCN1S(=O)(=O)c1ccccc1 (stereo not drawn),-4.9,102,-11,9,18,22,-1,-0.4,-2
O=S(=O)(Nc1ccc(-c2nc3cccnc3s2)cc1)c1ccccc1F,-1.0,95,-9,4,17,19,-5,-0.7,5
CC(C)(C)N(NC(=O)c1ccccc1)C(=O)c1ccc(C(=O)N(NC(=O)c2ccccc2)C(C)(C)C)cc1,-2.4,99,-2,-2,-8,9,-2,-4.5,10
COc1ccccc1CN1CC(C(=O)NCCSc2nnnn2C)CCC1=O (stereo not drawn),-3.3,109,-7,-2,0,-60,8,-1.7,2
COc1ccc(-c2cc(C(F)(F)F)nc(-n3cc(Br)cn3)n2)cc1,0.1,98,1,11,5,5,-1,0.4,-5
CC1CCN(CCCOc2ccc(OCc3ccccc3)cc2)CC1,-1.6,123,25,-2,15,0,6,0.7,-35
Cc1ccc(C(=O)N2CCc3ccccc32)o1,-0.3,78,-5,-16,-8,22,-5,1.6,7
Cc1cccc(NC(=O)c2cccc(OC(=S)N3CCOCC3)c2)c1C,-3.3,108,-21,-11,0,7,6,-2.9,10
COc1ccc(N2CCN(CCNC(=O)Nc3ccc([N+](=O)[O-])cc3OC)CC2)cc1,-2.7,104,16,5,4,16,5,-2.1,-36
COc1ccc(CNc2nnnn2C)cc1,2.2,69,1,-9,12,8,-12,0.9,15
COc1cc(CNC2CCCCCC2)cc(OC)c1,-2.2,95,8,2,13,15,-2,-2.6,0
O=C(COC(=O)c1cccc(N2C(=O)C3CC=CCC3C2=O)c1)c1ccccc1 (stereo not drawn),-5.6,105,-31,-3,-1,-3,5,-0.8,-11
CC(Oc1ccc(F)cc1)C(=O)/C=C\N(C)C (stereo not drawn),-2.2,101,-8,4,2,28,-6,-8.2,1
CC(C)=CC(=O)NCc1c(Cl)cccc1-n1cccc1,-1.5,94,-6,0,-3,9,-2,-2.5,-5
COc1ccc2cc3c(N)nn(C(=O)C4CCC(C(C)(C)C)CC4)c3nc2c1 (stereo not drawn),-0.6,90,-2,-3,9,27,8,-1.4,-2
Cc1c(C#N)c(N)nc2c3c(sc12)NC(=O)CC3c1ccc(Cl)cc1 (stereo not drawn),-1.7,95,-2,-4,-11,11,0,-2.4,2
Cc1ccnc(NS(=O)(=O)c2ccc(NC(=O)c3ccc(S(=O)(=O)N4CCCC4)cc3)cc2)n1,-2.4,105,-4,5,-5,-3,6,-3.1,-11
O=C(NCC1CCCO1)NC1CCCCC1 (stereo not drawn),-1.8,101,-2,5,0,-60,-3,-0.9,-2
CCOC(=O)c1cnc2ccc(C(=O)OC)cc2c1Nc1ccc2c(c1)OCCO2,-2.2,101,1,4,-11,-5,3,-2.2,-2
